# Bioassay records (PubChem)
# HP1b chromo inh – inhibitors of HP1-beta chromodomain binding to methylated histone tails; AlphaScreen HP1-beta / biotin-H3K9me3 peptide binding; 390,000 compounds, 0.56% hits; Potency, µM (titrated, usually from 114 µM), for the others: at the top dose activity change, negative = inhibition, actives largely listed as inhibitors; P83916; also: nearly all actives have a fitted effect of over 70% in size; inactives centre near 23
#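 Compound inhibition of the preformed complex between 50 nM HP1-beta and 50 nM biotinylated H3K9me3 peptide was read by AlphaScreen. Buffer was PBS pH 7.4 with 0.01% Tween-20. Incubations ran 30 min at room temperature, with 10 ug/mL donor/acceptor beads.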
# Pin1 inhibitor – human Pin1 inhibition; Q13526; Pin1 FP peptide displacement, HiFluor488, 10 min; Potency, µM (series often up to 115 µM), for inactives: at the highest dose activity, negative = inhibition, hits mostly inhibitors; 390,000 compounds, 0.009% hits; active = well fitted inhibition curve with a large enough effect in the polarisation, with a control signal flat, not every such curve was filed as active; inconclusive = small, poorly fitted or top-dose-only effect, or effect the other way, or a change in a side signal; inactive = no such curve, though single readings can be large or run the other way; the % refers to the polarisation; also: % is scaled to controls: 0 for no effect and ±100 for the full control effect
# JMJD2A Tudor inh – blocks the human JMJD2A Tudor domain. AlphaScreen JMJD2A-Tudor / H3K4me3 peptide binding. Potency, µM (top dose mostly 114 µM), for the others: top-dose activity change, negative = inhibition, hits mostly inhibitors. 390,000 compounds, 4.4% hits; also: % is scaled to controls: 0 for no effect and ±100 for the full control effect; nearly all actives have a fitted effect of over 50% in size
# Target sequence (O75164 whole entry, looked up, the tested form may be a part): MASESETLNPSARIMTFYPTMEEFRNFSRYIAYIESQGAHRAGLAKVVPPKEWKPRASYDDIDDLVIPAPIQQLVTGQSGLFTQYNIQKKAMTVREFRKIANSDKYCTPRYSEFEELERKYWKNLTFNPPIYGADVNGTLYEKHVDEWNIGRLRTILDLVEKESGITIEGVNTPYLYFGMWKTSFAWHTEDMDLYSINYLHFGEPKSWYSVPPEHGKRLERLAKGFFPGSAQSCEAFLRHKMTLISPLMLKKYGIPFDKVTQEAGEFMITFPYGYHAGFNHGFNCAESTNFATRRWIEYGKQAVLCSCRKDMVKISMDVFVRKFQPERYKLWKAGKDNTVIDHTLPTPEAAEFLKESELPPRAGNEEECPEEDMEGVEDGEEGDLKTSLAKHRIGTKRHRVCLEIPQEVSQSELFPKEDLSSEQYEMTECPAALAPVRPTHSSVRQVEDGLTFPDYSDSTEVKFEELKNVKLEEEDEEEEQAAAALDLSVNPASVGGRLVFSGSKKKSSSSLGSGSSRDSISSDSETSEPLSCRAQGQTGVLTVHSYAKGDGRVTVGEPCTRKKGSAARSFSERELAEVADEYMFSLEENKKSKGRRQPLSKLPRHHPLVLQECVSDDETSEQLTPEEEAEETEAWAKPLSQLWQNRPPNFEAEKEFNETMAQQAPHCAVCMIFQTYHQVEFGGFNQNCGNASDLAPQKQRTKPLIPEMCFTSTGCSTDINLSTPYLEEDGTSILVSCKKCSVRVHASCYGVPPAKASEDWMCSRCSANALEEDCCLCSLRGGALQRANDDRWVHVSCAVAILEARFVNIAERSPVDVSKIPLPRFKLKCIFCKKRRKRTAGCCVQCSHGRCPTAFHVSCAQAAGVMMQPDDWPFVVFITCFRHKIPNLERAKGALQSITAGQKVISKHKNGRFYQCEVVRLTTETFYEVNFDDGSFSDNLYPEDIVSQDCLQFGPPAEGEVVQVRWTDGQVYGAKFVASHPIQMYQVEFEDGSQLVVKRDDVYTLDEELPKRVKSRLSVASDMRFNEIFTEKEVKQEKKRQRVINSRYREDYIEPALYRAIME
# ALOX12 inh – inhibitors of human 12S-lipoxygenase ALOX12 | purified 12hLO, xylenol orange hydroperoxide absorbance | P18054 | Potency, µM (titrated, usually from 108 µM), for inactives: at the top dose activity change, negative = inhibition, usual class: inhibitors | AID 1671190 | 580,000 compounds, 1.1% hits; also: % is scaled to controls: 0 for no effect and ±100 for the full control effect
#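 Purified human 12hLO (150 nM final) in 25 mM Hepes, 0.01% Triton X-100, pH 7.0 was preincubated 15 min at room temperature with compound. Then 40 uM arachidonic acid was added, 30 min. Hydroperoxide was read by Fe-XO absorbance ratio 573/405 nm.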
# PGK inhibitor – blocks T. brucei phosphoglycerate kinase. P07378. PGK/GAPDH coupled, Kinase-Glo luminescence, 60 min. Potency, µM (doses to about 57.5 µM), for the others: at the highest dose activity change, negative = inhibition, hits mostly inhibitors. 380,000 compounds, 0.043% hits. AID 602233; also: % is scaled to controls: 0 for no effect and ±100 for the full control effect; nearly all actives have a fitted effect of over 60% in size
#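 Luminescent ATP detection (Kinase-Glo Plus) follows a 60-minute room-temperature incubation, with wells lacking PGK as controls. Buffer: 100 mM TEA (pH 7.6), 5 mM MgCl2, 0.01% Tween-20. Coupling enzyme GAPDH (100 nM final) supplies unstable 1,3-BPG in-well.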
# GLS inh – inhibitors of human glutaminase (GLS) | 410,000 compounds, 0.21% hits | Potency, µM (series often up to 45.5 µM), for the others: top-dose activity change, negative = inhibition, actives largely listed as inhibitors | GLS enzymatic activity, qHTS titration | O94925 | AID 624170; also: % is scaled to controls: 0 for no effect and ±100 for the full control effect
#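 Enzyme dispensed in phosphate buffer (45 mM, pH 8.2, 0.02% Tween-20), compounds pinned in, then 1 mM L-glutamine solution and the glutamate oxidase–HRP–Amplex Red mix added; fluorescence read immediately and again after 30 min at room temperature.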
# ERG Ets-DNA blk – blocks human ERG Ets domain binding to DNA | P11308 | fluorescence polarization, His-ERG Ets domain / labelled DNA | Potency, µM (doses to about 76.9 µM), for inactives: at the top dose FP activity, negative = inhibition, actives largely listed as inhibitors | 370,000 compounds, 0.028% hits | AID 624246; active = well fitted inhibition curve with a large enough effect in the polarisation, with a control signal flat; inconclusive = small, poorly fitted or top-dose-only effect, or effect the other way, or a change in a side signal; inactive = no such curve, though single readings can be large or run the other way; the % refers to the polarisation;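 also: polarization taken with two DNA probes labelled with fluorescein and Texas red; % of control where 0% means no effect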
#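 His-tagged ERG Ets domain (1 uM in the protein solution; 300mM KCl, 50mM Tris-HCl, 1mM EDTA, 1mM DTT, pH 7.5) received compound, then a probe mix of 5 nM fluorescein-DNA and 100nM Texas-615-DNA. Fluorescence polarization was read for both dyes.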
# RGS4 inhibitor – human RGS4 inhibition | AID 504845 | Potency, µM (series often up to 114 µM), for the others: at the top dose activity change, negative = inhibition, usual class: inhibitors | P49798 | 390,000 compounds, 0.039% hits | Transcreener GDP fluorescence polarization, RGS4-accelerated GTP hydrolysis; also: % is scaled to controls: 0 for no effect and ±100 for the full control effect; nearly all actives have a fitted effect of over 75% in size; some results filed as inactive show a strong effect at the top dose
#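 MLSMR compounds (23 nl, pin-transferred) preincubated 10 min at room temperature with a 500nM (2x) first reagent, then RGS4 at 900nM (2x) plus Transcreener GDP mix added; fluorescence polarization (620/688 nm) read before and after 90 min at 30 °C.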
# TrxR1 inh – rat TrxR1 inhibition; O89049; recombinant rTrxR1, NADPH fluorescence consumption, selenite substrate; Potency, µM (doses to about 114 µM), without a hit: at the highest dose activity change, negative = inhibition, hits mostly inhibitors; 390,000 compounds, 1% hits; AID 588453; also: % is scaled to controls: 0 for no effect and ±100 for the full control effect; nearly all actives have a fitted effect of over 65% in size
#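 Rat TrxR1 (90 nM in the dispensed reagent) was pre-reduced with 400 uM NADPH for 5 min at room temperature, then incubated with compound for 15 min. After 400 uM selenite was added, NADPH fluorescence (Ex 340/Em 450 nm) was followed for 8 min.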
# Starred values were filed as active, the others as inactive; i = inactive; ? = inconclusive; / = not tested or not shown; & = joins results of further samples; [ ] = remark or other dose. Unless noted, calls follow the shape of the dose curve; as a rule, active = well fitted curve in the direction sought with a large enough effect; inconclusive = small, poorly fitted or top-dose-only effect, or another doubt; inactive = no such curve, though single readings can be large; an effect the other way counts as inactive or inconclusive. Potency is read from the fitted curve at half-maximal effect. An excerpt; the hit share may differ from the screen's.
SMILES,HP1b chromo inh,Pin1 inhibitor,JMJD2A Tudor inh,ALOX12 inh,PGK inhibitor,GLS inh,ERG Ets-DNA blk,RGS4 inhibitor,TrxR1 inh
COc1ccc(NC(=O)CN(c2ccccc2F)S(=O)(=O)c2ccc(C)cc2)cc1,27%,-6%,-16%,4%,-10%,10%,16%,7%,17%
Cc1ccc(O)c(C(=O)c2cnn(C(=O)Cc3csc(C)n3)c2)c1,57%[activator],4%,2%[57.1 µM],0%,-6%,52%[activator],9%,13%[11.4 µM],-21%[57.1 µM]
O=C(Nc1ccc(F)cc1)Nc1ccc2c(c1)CCC2,30%,-2%,-10%,15%,-1%,2%,0%,12%,30%
CCC(=O)NNc1ccc(Br)cc1,33%,0%,-1%,-19%,-1%,8%,-16%,0%,?
Cc1cccc(NC(=O)CSCC(=O)N2CCN(Cc3ccc4c(c3)OCO4)CC2)c1,22%,5%,-14%,15%,-9%,-13%,7%,-29%,1%
Fc1ccc(-c2csc3ncnc(Cl)c23)cc1,?,3%,?,-2%,i,4%,13%,?,4%
CCCc1ccc(OCc2ccc(C(=O)O)o2)c(OC)c1,27%,-8%,-6%,0%,0%,4%,2%,-15%,-12%
COCCCn1c(SCC(=O)O)nc2cc(OC)c(OC)cc2c1=N,42%[activator],5%,-10%,-19%,10%,-1%,-2%,16%,-13%
CC(=O)c1ccc(S(=O)(=O)NCc2ccc(C(=O)NCC(c3ccccc3)N(C)C)cc2)cc1 (configuration not stated),-16%,2%,-30%,-12%,i,8%,12%,-10%,-9%
COc1ccc(C)cc1N(C(=O)COc1cccc(F)c1)c1nc2ccccc2s1,14%,26%,-25%,-1%,-1%,0%,-12%,9%,-3%
CCn1ccnc1C(O)c1cccc(OC)c1 (configuration not stated),6%,2%,?,?,-6%,-2%,3%,7%,30%[57.1 µM]
NC(=O)C1CCCN(C(=O)c2ccc(-c3cccc(Cl)c3Cl)o2)C1 (configuration not stated),-18%,3%,-22%,-16%,6%,2%,-13%,16%,-15%[57.1 µM]
O=C(Nc1cccc(C(F)(F)F)c1)C1CCN(S(=O)(=O)c2ccc(N3CCCC3=O)cc2)CC1,28%,5%,-12%,3%,6%,7%,6%,-2%,10%
COC(=O)Cc1csc(Nc2ccc(Cl)cc2)n1,-6%,-4%,-21%,-5%,-3%,12%,4%,-2%,-20%
CCn1c(SCc2ccc(OC)c(F)c2)nc2ccccc2c1=O,84%[activator],0%,67%[activator],-6%,-12%,0%,2%,11%,24%
COc1ccccc1NC(=O)N(Cc1cc2cc(OC)c(OC)cc2[nH]c1=O)CC1CCCO1 (configuration not stated),31%,11%,-15%,354%[activator],-5%,0%,8%,-18%,3%
CCc1ccc2nc(N=C(N)N)nc(C)c2c1,15%,3%,-5%,0%,-4%,-6%,-6%,-40%,9%[57.1 µM]
COc1ccc(C)cc1NC(=O)c1ccc2c(Cl)c3c(nc2c1)CCC3,31%,-5%,-12%,-5%,i,-22%,8%,-4%,11%
COc1ccc(S(=O)(=O)N2CCN(C(=O)c3cc(C)nc4ccccc34)CC2)cc1OC,26%,1%,-15%,-3%,i,0%,-7%,11%,-1%
O=C(NC1CCCCCCC1)C1CCCN(S(=O)(=O)c2cnc[nH]2)C1 (configuration not stated),53%[activator],4%,-6%,35%[activator],-2%,-1%,-9%,-18%,14%
CC(C)NC(=O)c1ccccc1NC(=O)Cc1ccc(Br)cc1,32%,-1%,-3%,-1%,i,3%,-7%,-45%,16%
O=[N+]([O-])c1cc(Br)ccc1C[n+]1ccccc1,15%,-5%,-21%,0%,-6%,1%,2%,20%,12%[57.1 µM]
O=C(Nc1ccnn1C1CCN(Cc2ccc(F)cc2)CC1)C1CC1,17%,-13%,-21%,13%,i,12%,-3%,-1%,7%
COc1cccc(CNC(=O)CSc2ccc(-c3ccccn3)nn2)c1,21%,-2%,?,11%,7%,8%,6%,12%,-5%
Cc1ccccc1NS(=O)(=O)c1ccc(NC(=O)c2ccco2)cc1,54%[activator],0%,5%,-24%,-3%,0%,8%,-25%,0%
O=C(O)COc1ccc(/C=N/NC(=O)c2cn(-c3ccccc3)nc2-c2ccccc2)cc1,18%,0%,-14%,-4%,-1%,5%,9%,-38%,-2%
COc1ccc(Cl)cc1C(=O)NNC(=O)CSc1nncn1C,30%,-4%,-7%,-17%,-6%,2%,14%,2%,19%
CC(=O)c1ccc(N2CCN(S(=O)(=O)c3ccc4[nH]c5c(c4c3)CCCCC5)CC2)cc1,11%,32%[activator],-25%,0%,-2%,-7%,0%,-27%,5%
CC(C)(C)NC(=O)Cn1nnc(-c2ccccc2Cl)n1,27%,0%,-18%,-2%,16%,1%,2%,-1%,6%
CN(C)CC/C=C1\c2cc(Cl)ccc2Sc2cc(F)c(F)cc21,11%,6%,?,0%,-7%,-2%,-8%,-13%,22%
Nc1ccc(O)c(-c2nc3ccccc3s2)c1,-2%,1%,-16%,56%[activator],0%,?,-2%,-39%,-22%
C/C(=N\O)C1/C(=N/O)CC2C1C2(C)C (configuration not stated),22%,3%,-22%,16%,-1%,7%,-5%,20%,8%
Cc1cc(Cl)ccc1OCCCC(=O)NNC(=O)c1ccncc1,45%[activator],1%,-9%,4%,6%,18%,6%,3%,15%
COc1ccc(C(C)=O)cc1CSc1nc2ccccc2c(=O)n1-c1ccccc1C,24%,6%,-19%,-8%,0%,2%,-11%,-11%,-5%
COc1ccccc1CCNC(=O)c1nc(-c2cccs2)no1,87%[activator],3%,17%,-6%,i,-1%,28%,5%,44%[activator]
Clc1ccc(-n2ncc3c(NCc4ccccn4)ncnc32)cc1,24%,2%,-1%,-3%,i,3%,0%,-9%,6%[57.1 µM]
COc1cccc(CNc2ccc3c(c2)ncn3C(C)C)c1OC,1%,2%,?,12%,-7%,0%,-3%,-25%,8%
O=C(NCc1cccnc1)Nc1ccc(Br)cc1,37%,-2%,-5%,39%[activator],-3%,21%,-17%,18%,31%
CCN(CC)CCCNc1nc(CN2CCOCC2)nc2sc3c(c12)CCC3,33%,-6%,-9%,-1%,i,-16%,2%,-14%,18%[57.1 µM]
O=C(CCNc1cccc(F)c1)c1cccc([N+](=O)[O-])c1,-38%,-2%,?,-4%,-1%,-18%,5%,-35%,6.3µM*
Nc1ccc(S(=O)(=O)Nc2ccccn2)cc1,23%,-2%,-4%,?,0%,4%,-3%,17%,19%
COc1ccc(OC)c(S(=O)(=O)NCC2CCCO2)c1 (configuration not stated),16%,-1%,-7%,0%,3%,10%,-3%,35%,9%
O=C(CSc1nnc(-c2ccc(Br)cc2)o1)Nc1cccc(C(=O)O)c1,26%,-6%,-19%,495%[activator],-1%,5%,0%,-2%,12%
CC(=O)Nc1ccc(S(=O)(=O)N(C)CC(=O)OCC(=O)NCc2ccco2)cc1,14%,-2%,-10%,-16%,0%,16%,-4%,-1%,2%
Cc1noc(C)c1COc1cccc(C(=O)N2CCc3ccccc32)c1,17%,0%,3%,-7%,5%,-3%,-1%,-4%,17%[57.1 µM]
O=C(NCCc1ccccc1)c1cc(-c2cccc(Cl)c2)on1,31%,-8%,-8%,-20%,0%,-3%,0%,11%,26%
COc1cc(CNC(C)C)c(Br)cc1OC1CCCC1,46%[activator],0%,-1%,-4%,7%,0%,3%,-26%,18%[57.1 µM]
O=C1Cc2cc(S(=O)(=O)N3CCN(c4ccccc4)CC3)ccc2N1,23%&29%,?,-12%&-12%,0%&-16%,7%&2%,2%&9%,?,2%&9%,0%[57.1 µM]
FC(F)(F)c1ccccc1NC(=S)Nn1cnnc1,?,-2%,-29%,243%[activator],-9%,-18%,1%,?,?
COc1cccc(-c2nc(S(=O)(=O)c3ccccc3)c(N3CCCCC3)o2)c1,?,1%,-29%,-16%,/,2%,9%,-9%,20%
COCCn1c(SCC(=O)c2ccc(OC)cc2)nc2cc(C(=O)NC3CCCC3)ccc2c1=O,23%,2%,12%,-11%,-1%,0%,0%,-48%,-17%[57.1 µM]
CC1(C)Cc2c(c(-c3ccco3)nc3sc4c(NCCN5CCOCC5)ncnc4c23)CO1,-4%,27%,-26%,22%,-3%,16%,1%,-28%,-21%[57.1 µM]
Cc1ccc(C(=O)C(C(=O)/C=C/c2ccccc2)=C2SCCCS2)cc1,?,1%,?,?,-4%,?,1%,-32%[11.4 µM],?
CNC(=O)/C(C#N)=C/c1c(F)cccc1Cl,31%,-9%,-6%,-20%,-1%,-3%,5%,-20%,?
O=C(NCCN1CCCCC1)c1c(O)c2ccccc2[nH]c1=O,56%[activator],-5%,-14%[57.1 µM],-4%,i,0%,-18%,7%[11.4 µM],13%[57.1 µM]
COc1cc(Cl)c(C)cc1NC(=O)CSc1ccc(C)cc1,164%[activator],-8%,91%[activator],9%,13%,-2%,-12%,-20%,22%
Cc1ccc(NC(=O)COC(=O)[C@@H]2CCCN2C(=O)c2cccs2)cc1S(=O)(=O)N(C)C,17%,6%,-19%,7%,-1%,-12%,15%,7%,3%
